Source: PubChem
CCT modulator – modulators of cytosolic chaperonin (CCT/TRiC) activity; purified chaperonin ATPase assay, HTRF ADP detection, 30 min; AID 651819; activity change, % (test concentration not listed), hits read low; 360,000 tested, 0.3% active; in the data active = activity change below about -30%; also: % is scaled to controls: 0 for no effect and ±100 for the full control effect
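First, chaperonin was dispensed at 40 nM or 20 nM final depending on batch activity. Next, compounds were pinned at 76 uM and ATP added at 10 uM. After 30 min at 37 °C, ADP detection reagents ran 30 min at ambient temperature.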
EPAC1 agonist – agonists of human EPAC1. EPAC1 agonist qHTS, biochemical assay; response scale: 100% = response to 6.5 mM cAMP. Potency, µM (doses to about 154 µM), inactives show at the top dose activation, most hits filed as activators. 360,000 tested, 0.073% active; also: potency is read from the fitted curve at half-maximal effect; nearly all actives have a fitted effect of over 60% in size
Target sequence (O95398 whole entry, looked up): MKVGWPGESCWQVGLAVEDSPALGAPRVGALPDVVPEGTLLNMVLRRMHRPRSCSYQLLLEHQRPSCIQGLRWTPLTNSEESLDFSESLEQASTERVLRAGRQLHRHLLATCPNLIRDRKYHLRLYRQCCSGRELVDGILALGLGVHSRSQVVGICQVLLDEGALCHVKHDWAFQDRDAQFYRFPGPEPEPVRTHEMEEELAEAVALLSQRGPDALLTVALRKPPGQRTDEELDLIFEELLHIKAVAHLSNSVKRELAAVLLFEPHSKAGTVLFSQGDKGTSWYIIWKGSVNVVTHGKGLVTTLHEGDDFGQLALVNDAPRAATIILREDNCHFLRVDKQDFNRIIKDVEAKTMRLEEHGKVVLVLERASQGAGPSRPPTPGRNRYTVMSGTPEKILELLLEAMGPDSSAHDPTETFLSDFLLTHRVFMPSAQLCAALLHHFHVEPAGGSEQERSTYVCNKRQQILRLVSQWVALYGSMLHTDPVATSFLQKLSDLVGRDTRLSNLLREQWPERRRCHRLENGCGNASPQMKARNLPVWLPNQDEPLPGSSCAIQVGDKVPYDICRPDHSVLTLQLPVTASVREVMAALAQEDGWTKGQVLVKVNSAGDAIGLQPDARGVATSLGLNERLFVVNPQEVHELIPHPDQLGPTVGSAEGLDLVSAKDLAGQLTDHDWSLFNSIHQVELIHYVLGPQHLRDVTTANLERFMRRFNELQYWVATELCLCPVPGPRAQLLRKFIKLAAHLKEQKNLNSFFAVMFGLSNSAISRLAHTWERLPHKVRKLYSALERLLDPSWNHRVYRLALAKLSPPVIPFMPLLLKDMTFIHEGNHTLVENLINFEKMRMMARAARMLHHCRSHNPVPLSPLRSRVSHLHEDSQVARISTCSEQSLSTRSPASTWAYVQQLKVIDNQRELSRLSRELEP
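Nucleotide exchange assay: 100 nM EPAC1 with 250 nM Rap1B loaded with BODIPY-GDP and 50 uM GDP, room temperature. Fluorescence (480/540 nm) read every 5 min for 30 min; signal change normalized to 6.5 mM cAMP as full agonist.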
EPAC1 antagonist – EPAC1 (human) antagonism. O95398. EPAC1 GEF assay, Rap1b-BODIPY-GDP exchange fluorescence. Potency, µM (doses to about 115 µM), for inactives: at the top dose activity change, negative = inhibition, hits mostly inhibitors. 360,000 tested, 0.14% active;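 also: potency is read from the fitted curve at half-maximal effect; plate controls were vehicle for no effect and positive control for full effect; nearly all actives have a fitted effect of over 50% in size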
EPAC2 ag – agonists of human EPAC2 (RAPGEF4); Q8WZA2; EPAC2 activation, biochemical qHTS; response scale: 100% = 6.5 mM cAMP response; Potency, µM (series often up to 154 µM), without a hit: at the top dose activation, actives largely listed as activators; 360,000 tested, 0.079% active; AID 720711; also: potency is read from the fitted curve at half-maximal effect; nearly all actives have a fitted effect of over 50% in size
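Compounds were titrated in qHTS against a Rap1B-BODIPY-GDP (250 nM) complex with EPAC2 (100 nM) and GDP (50 uM). BODIPY-GDP release tracked at 480/540 nm over 30 min at room temperature, normalized to 6.5 mM cAMP.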
WRN inhibitor – WRN helicase (human) inhibition; Q14191; WRN helicase unwinding, fluorescent forked duplex, kinetic; Potency, µM (doses to about 114 µM), for the others: at the highest dose activity change, negative = inhibition, usual class: inhibitors; 360,000 tested, 0.46% active; AID 651768; also: potency is read from the fitted curve at half-maximal effect; % is scaled to controls: 0 for no effect and ±100 for the full control effect; nearly all actives have a fitted effect of over 55% in size
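Kinetic red-fluorescence monitoring (525/598 nm) tracks WRN helicase activity after 100 nM fluorophore-quencher forked duplex and 2 mM ATP are added to 20 nM enzyme pretreated 15 min at room temperature with compound.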
PLK1 PBD inh – inhibitors of human PLK1 polo-box domain binding. Plk1 PBD binding of FITC phosphopeptide, fluorescence polarization. Potency, µM, inactives show max response, negative = inhibition, most hits filed as inhibitors. P53350. 360,000 tested, 2.8% active; also: potency is read from the fitted curve at half-maximal effect; series mostly up to about 57 µM; % is scaled to controls: 0 for no effect and ±100 for the full control effect; nearly all actives have a fitted effect of over 65% in size
PI5P4Ka inh – inhibitors of human PI5P4K alpha | PI5P4Kalpha enzyme, ADP-Glo luminescence, 60 min; hits give low values | max response, % | 330,000 tested, 1.2% active; active = max response of -50% or lower; inconclusive = between -30% and -50%; inactive = -30% or higher; also: value at the top dose of about 77 µM; % is scaled to controls: 0 for no effect and ±100 for the full control effect
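Single end-point luminescence (ADP-Glo) quantified ADP from PI5P4Kalpha turnover; ATP 5 microM final, 1 h at RT, 0.1% CHAPS and 0.28 mM EGTA in HEPES pH 7.4.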
IL-2 act – activators of IL-2; 360,000 tested, 0.065% active; AID 652025; activation, % (series mostly up to about 46 µM); IL-2 activation reporter assay, cell-based qHTS; stimulated with anti-CD3/CD4/CD28 beads; in transgenic mouse T cells; in the data active = activation above about 50%; inconclusive = mostly about 30% to 49%; also: 0% is about no effect
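Unstimulated transgenic mouse T cells preincubated 60 min with compound, then stimulated with anti-CD3/anti-CD4-coated beads plus anti-CD28 for 18 h at 37 degrees C. IL-2 response read as EGFP and DsRed fluorescence by plate cytometry.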
An asterisk follows results filed as active; ? = inconclusive; / = not tested or not shown; [ ] = another dose, or the depositor's remark. Unless noted, calls follow the shape of the dose curve; as a rule, active = well fitted curve in the direction sought with a large enough effect; inconclusive = small, poorly fitted or top-dose-only effect, or another doubt; inactive = no such curve, though single readings can be large; an effect the other way counts as inactive or inconclusive. These rows are one share of the data. The share of hits here may be higher or lower than overall.

SMILES	CCT modulator	EPAC1 agonist	EPAC1 antagonist	EPAC2 ag	WRN inhibitor	PLK1 PBD inh	PI5P4Ka inh	IL-2 act
COc1ccc(CC(=O)NCc2ccccn2)cc1OC	-2.0	13%	12%	-2%	11%	-8%	9	-0.4
O=C(NNc1cccc(Cl)n1)Nc1ccccc1F	-0.9	2%	-3%	2%	-1%	-7%	3	-0.8
O=C(Nc1c2c(nn1-c1ccc(Cl)cc1)CS(=O)(=O)C2)c1ccccc1	-1.7	-20%	-6%	15%	-27%	-9%	2	0.4
O=C(NCc1ccco1)/C(=C\c1cccs1)NC(=O)c1ccco1	3.0	1%	-11%	4%	-2%	-14%	-1	-0.9
COc1cccc(/C=N/NC(N)=S)c1OS(=O)(=O)c1ccccc1	0.1	2%	-6%	2%	-5%	-14%	3	0.2
O=C(NCCc1csc(-c2ccccc2)n1)c1ccccc1F	-0.4	3%	-31%	10%	0%	-14%	-4	-0.8
N#Cc1ccsc1NC(=O)CN1C(=O)NC2(CCCCC2)C1=O	-1.3	14%	-8%	13%	-7%	-19%	-26	-1.8
Cn1c(N)c(C(=O)COC(=O)c2ccccn2)c(=O)n(C)c1=O	-0.8	-4%	0%	-1%	5%	0%	-1	1.2
Cc1ccc(-c2cc(C(=O)N3CCCC3)c3ccccc3n2)s1	-2.0	-10%	0%	6%	-29%	-3%	-25	-3.6
CCCCc1cc(=O)oc2cc(C)cc(OCC(=O)Nc3ccccn3)c12	1.1	5%	22%	-6%	8%	-3%	1	0.0
CCCCc1c(O)nc(SCC(=O)c2ccccc2)n(-c2ccccc2)c1=O	0.0	7%	0%	10%	-3%	-15%	2	-0.3
Nn1c(Cc2ccccc2F)nnc1SCC(=O)Nc1cccc(S(=O)(=O)NC2=NCCCCC2)c1	-1.6	1%	?	3%	-12%[57.1 µM]	-8%	-2	-0.3
O=C(N/N=C/c1cc(Cl)cc(Cl)c1O)c1ccncc1	-0.2	0%	14%	?	0%	8%	-11	0.1
CCOC(=O)c1sc(S(C)=O)c2c1CCc1conc1-2 (stereo not drawn)	1.8	-9%	1%	3%	8%	-15%	-14	-0.3
O=C(CCCOc1ccccc1)Nc1cccnc1	1.5	-3%	-1%	-1%	-8%	-10%	9	1.5
Cc1ccc(OCC(=O)Nc2c[nH]c(=O)[nH]c2=O)cc1C	-2.0	1%	4%	4%	3%	-8%	4	-0.2
COc1ccc(CCNC(=O)c2ccc3c(c2)S(=O)(=O)N=C2CCCCCN23)cc1OC	-1.3	-1%	-2%	-4%	9%	6%	2	1.3
Fc1ccc(/C=C2\CCCC3=C2Nc2ncnn2C3c2ccc(F)cc2)cc1 (stereo not drawn)	0.5	9%	?	-5%	50µM*	24µM*	-8	-2.4
Cc1nn(C(=O)c2ccco2)c(C)c1Br	1.6	5%	2%	-3%	0%	-5%	8	0.5
CCOc1ccc(NC(=S)Nc2ccc(F)cc2)cc1	-1.2	-2%	-19%	1%	-1%	-16%	-3	-0.8

Entries above that bear a hit mark in WRN inhibitor.
structure	CCT modulator	EPAC1 antagonist	WRN inhibitor	PLK1 PBD inh	PI5P4Ka inh	IL-2 act
Fc1ccc(/C=C2\CCCC3=C2Nc2ncnn2C3c2ccc(F)cc2)cc1 (stereo not drawn)	0.5	?	50µM*	24µM*	-8	-2.4

Continued:
SMILES	CCT modulator	EPAC1 agonist	EPAC1 antagonist	EPAC2 ag	WRN inhibitor	PLK1 PBD inh	PI5P4Ka inh	IL-2 act
CCOC(=O)c1sc(N)c(C#N)c1COC(=O)CNC(=O)c1ccccc1	0.2	9%	8%	2%	1%	34%[activator]	-14	-1.7
NS(=O)(=O)c1ccc(N2N=C(c3ccccc3)CC2c2cccc(F)c2)cc1 (stereo not drawn)	-1.0	5%	-7%	5%	-8%	0%	-6	-5.1
Cc1n[nH]c(=O)c2c(NC(=O)CSc3nnnn3-c3ccccc3)oc(C)c12	-0.2	-3%	?	-2%	-24%	-20%	?	-0.5
Cn1c(=O)oc2cc(S(=O)(=O)NCCC(=O)NC3CCCC3)ccc21	0.2	9%	8%	9%	1%	0%	/	-1.1
O=C1CN(C(=O)CSc2nncs2)c2ccccc2N1	-0.4	-3%	-10%	-7%	-12%	-4%	0	-1.4
CCSc1nc(-c2cccs2)nc2ccccc12	0.6	4%	-10%	9%	-5%	24µM*	-15	-4.3
CC(=O)N1CCN(c2ccccc2NC(=O)COc2ccccc2C)CC1	2.6	8%	-2%	9%	-1%	-4%	0	0.1
O=C(NNC(=S)Nc1cccc(Cl)c1)c1ccccc1	1.1	4%	-7%	6%	2%	-26%	0	-1.4
COC(=O)C1CCN(c2cc(=O)n(-c3ccc(OC)cc3)c(=O)[nH]2)CC1	-2.7	9%	9%	0%	-1%	-5%	8	0.2
Cc1cccc2sc(NC(=O)c3ccc(NS(=O)(=O)c4cccs4)cc3)nc12	-0.2	17%	-15%	16%	?	-22%	?	-0.2
CC1CCc2c(sc(NC(=O)c3c([N+](=O)[O-])cnn3C)c2C(N)=O)C1 (stereo not drawn)	-1.9	-9%	1%	-4%	-18%	2%	0	-0.8
COc1cccc(-c2nn(-c3ccccc3)cc2CN2CCCO2)c1	1.8	4%	?	13%	-23%	-7%	8	0.1
CCc1nc(SCc2ccccn2)[nH]c(=O)c1C	0.1	-10%	-14%	5%	9%	-16%	-1	-0.5
CCN1C(=O)c2cccc3c(S(=O)(=O)Nc4ccncc4)ccc1c23	-2.9	13%	15%	3%	0%	-9%	/	-3.7
Cc1csc(SCC(=O)Nc2ncc(Cl)c(C)c2Cl)n1	0.5	-3%	16%	-6%	-1%	-26%	-14	-0.1
COC(=O)c1ccc2nc(-c3ccc(C#N)cc3)c(Cc3cccc(Cl)c3)n2c1	-1.4	2%	-7%	7%	3%	8%	-5	2.3
Cc1ccc(C2=[N+]([O-])C3(CCCCC/C3=N\NC(N)=O)N(O)C2(C)C)o1 (stereo not drawn)	-2.3	-3%	1%	1%	-24%	-4%	-6	-2.9
CC(C)c1ccc(NC(=O)COC(=O)C2CC3C=CC2C3)cc1 (stereo not drawn)	-7.2	-2%	-23%	3%	-22%	-19%	6	1.0
Cc1c2cnn(CC(=O)NCCN3CCOCC3)c(=O)c2c(C)n1Cc1ccccc1	0.5	-9%	15%	-2%	10%	0%	-1	-1.4
Cc1ccc(S(=O)(=O)NCc2ccc(C(=O)NC3CCC(C)CC3)cc2)cc1 (stereo not drawn)	0.6	2%	24%	1%	-3%	-2%	4	-3.0

Arranged by molar mass (largest number first): 3 of the compounds above
SMILES	CCT modulator	EPAC1 agonist	EPAC1 antagonist	EPAC2 ag	WRN inhibitor	PLK1 PBD inh	PI5P4Ka inh	IL-2 act
Cc1n[nH]c(=O)c2c(NC(=O)CSc3nnnn3-c3ccccc3)oc(C)c12	-0.2	-3%	?	-2%	-24%	-20%	?	-0.5
CCCCc1c(O)nc(SCC(=O)c2ccccc2)n(-c2ccccc2)c1=O	0.0	7%	0%	10%	-3%	-15%	2	-0.3
O=C(N/N=C/c1cc(Cl)cc(Cl)c1O)c1ccncc1	-0.2	0%	14%	?	0%	8%	-11	0.1

Continuation.
SMILES	CCT modulator	EPAC1 agonist	EPAC1 antagonist	EPAC2 ag	WRN inhibitor	PLK1 PBD inh	PI5P4Ka inh	IL-2 act
Brc1ccc(/C=N/N2CCN(C3c4ccccc4-c4ccccc43)CC2)s1	0.4	2%	-12%	16%	-5%	-5%	-2	1.0
Cn1c(=O)oc2cc(S(=O)(=O)N3CCC(C(=O)N4CCN(c5ccccc5)CC4)CC3)ccc21	0.2	-9%	2%	5%	1%	3%	1	1.7
CC1=CC(C)(C)NC(=S)N1c1cccc2ccccc12	0.8	-18%	-3%	?	-7%	1%	4	1.6
Cc1ccc(S(=O)(=O)N2CC(O)CC2C(=O)NCc2ccc3c(c2)OCO3)cc1 (stereo not drawn)	-0.6	6%	7%	0%	7%	-1%	-3	0.6
COc1ccc(NC(=O)CSc2cc(C(=O)c3nccn3C)c3ccccc3n2)cc1	-3.1	7%	0%	13%	4%	-24%	-6	-2.0
COC(=O)c1cn(Cc2ccccc2C)nn1	-4.3	4%	13%	6%	-26%[57.1 µM]	-2%	1	1.6
CCOc1ccc(NC(=O)CN(C)C(=O)Cn2cnc3c2c(=O)n(C)c(=O)n3C)cc1OCC	-1.8	-4%	7%	23%	1%	-6%	-2	-5.1
COc1ccccc1NC(=S)Nc1cccc(F)c1	-0.3	0%	?	8%	2%	-13%	-1	0.6
COCCN(C(=S)Nc1cc(C)ccc1C)C(C)c1cccnc1 (stereo not drawn)	-0.6	0%	5%	3%	-3%	0%	-5	-2.3
CC(C)c1ccc(NS(=O)(=O)c2ccc3c(c2)oc(=O)n3C)cc1	0.2	-7%	-8%	19%	1%	6%	-2	-2.0
Cc1cc(=O)n2nc(N3CCCC(C(=O)NCc4ccccc4Br)C3)sc2n1 (stereo not drawn)	0.1	8%	-16%	6%	0%	-8%	-1	5.0
Fc1ccc(N2CCN(Cc3cnc(Oc4ccc(Br)cc4)s3)CC2)cc1	-1.4	19%	-10%	8%	-3%	-7%	18	-2.4
NC(=O)c1cc(C(=O)c2ccc(Cl)cc2Cl)c[nH]1	1.2	-2%	1%	8%	-9%	-1%	1	2.9
O=S1(=O)C=C(N2CCCCC2)c2ccccc21	3.0	-13%	0%	2%	6%	-11%	-3	0.3
CCn1c2ccccc2c2cc(NC(C)=O)ccc21	-0.7	4%	1%	-5%	-11%	-2%	3	0.4
Cc1c(Cl)cccc1NCC(=O)NN=C1CCCC1	-0.2	5%	-16%	3%	-4%	5%	-1	1.2
Cc1cc2c(cc1C)C(c1ccccc1F)CC(=O)N2 (stereo not drawn)	2.3	1%	-1%	-2%	-4%	3%	6	-1.0
COC(=O)c1sccc1N/N=C/c1cccc(Oc2ccccc2)c1	-1.0	13%	1%	17%	2%	-7%	6	1.4
CCOc1cccc(-c2nn3c(-c4cc(C)[nH]n4)nnc3s2)c1	-0.4	-1%	5%	-14%	-8%[57.1 µM]	0%	3	-2.2
O=C(CC1NCCc2ccccc21)Nc1ccccc1 (stereo not drawn)	-4.3	10%	-1%	12%	0%	-8%	0	1.5
CC(=O)C1=CCC(c2ccc(C)o2)N(S(=O)(=O)c2ccc(C)cc2)C1 (stereo not drawn)	-0.6	-5%	-9%	23%	3%	-4%	-5	-0.6
CC(=O)c1c(O)ccc2c(-c3ccccc3)cc(=O)oc12	1.1	5%	5%	6%	-6%	-3%	1	0.7
CCCCCCC1CC(CSc2ncn[nH]2)OC1=O (stereo not drawn)	-9.1	-6%	-13%	8%	-3%	-8%	5	-0.2
COc1ccc(NC2=CC(=S)NC(C)(C)C2)cc1	0.3	7%	0%	7%	-5%	-14%	-2	-1.9
CN1N=C(C(=O)Nc2ccc3c(c2)CCC3)CCC1=O	-1.6	-3%	-2%	0%	6%	2%	-7	-1.9
